human PMI inhibitors = human PMI inhibitors, high substrate, primary screen, biochemical, fluorescence intensity, high mannose 6-phosphate (AID 1220); 0.66% of 190,000 active; one-dose inhibition, % at 20 µM; IC50 in µM for titrated hits; recombinant PMI enzyme, coupled fluorescence intensity; higher % means a stronger effect
TNAP activators = human TNAP enzyme activators, primary screen, biochemical, luminescent, no phosphate acceptor, uHTS (AID 1001); purified TNAP, luminescent activation assay, no phosphate acceptor; higher activation fold means a stronger effect; 0.03% of 200,000 active; Alkaline phosphatase, tissue-nonspecific isozyme (Homo sapiens); activation fold at 20 µM, or EC50 in µM where a hit was titrated; in the data active means activation fold from about 3, or a potency from the dose series; inactive means the rest, 99 in 100 with activation fold below about 1.6; further: many of its hits are not listed in these tables
T cell HTS = modulators of CD8 T cell-vesicle binding, primary screen, mouse 2C CD8+ T cells, flow cytometry. 2C CD8+ T cell-vesicle binding; stronger effect = lower value. calls only at 7 µM. 0.068% of 330,000 active;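 active means response, share of CD8 T cells binding vesicles, and their 90th percentile fluorescence all below set limits, cut at about 80% in these data, passing the limit was not always enough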
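Read-out – percent CD8+ FL2 mean versus row control · System – murine 2C transgenic CD8+ T lymphocytes · Times – 1.5 h cell–vesicle binding at 37 °C, then 20 min icy labelling · Control set – naked vesicles low, QL9 vesicles with vehicle high · Detection – cytometric PE anti-B7-1 and Alexa647 anti-CD8 signals after 1% paraformaldehyde fixation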
K1F lysis inhibition = inhibition of K1F phage lysis, E. coli UTI89, bacterial capsule biogenesis inhibitors, alamar blue (AID 488966). inhibition, % at 100 µM, or IC50 in µM where a hit was titrated. E. coli UTI89 K1F phage lysis, alamar blue, 2 h; higher % means a stronger effect. 0.02% of 340,000 active;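 active means phage lysis inhibition, versus mean bacterial control, above a set limit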;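 further: capsule biogenesis inhibitors block K1F phage lysis so surviving cells raise fluorescence; higher fluorescence means more inhibition of phage lysis; actives were called in the ten point dose series up to 300 µM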
M1AAP inhibition = P. falciparum M1AAP inhibitors, biochemical, fluorogenic H-Leu-NHMec substrate, 1536-well (AID 1445); Aminopeptidase N (Plasmodium falciparum (isolate 3D7)); 0.42% of 220,000 active; recombinant M1AAP, H-Leu-NHMec fluorogenic kinetic assay; higher % means a stronger effect; inhibition, % at 30 µM; hits with a dose series show IC50 in µM;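 active means primary inhibition above the hit cutoff, then over 50% inhibition at one or more dose response concentrations, cut at about 23% in these data, passing the limit was not always enough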;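 further: plate controls were DMSO full reaction for no effect and no enzyme background for full effect; strong numbers were not always called active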
PMI inhibitors = inhibitors of human PMI, primary screen, biochemical, fluorescence intensity, coupled assay (AID 1209); one-dose inhibition, % at 20 µM; IC50 in µM for titrated hits; 0.42% of 190,000 active; purified PMI enzyme, coupled fluorescence intensity; higher % means a stronger effect;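 further: plate controls were DMSO vehicle for no effect and wells lacking substrate for full effect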
West Nile antiviral = West Nile virus antiviral activity, cell-based, CPE readout (AID 1621); West Nile virus-infected cells, CPE inhibition; higher % means a stronger effect; CPE inhibition, % at 10 µM, or IC50 in µM where a hit was titrated; 0.02% of 290,000 active; in the data active means a potency from the dose series; further: strong numbers were not always called active
RSV CPE inhibition = RSV antiviral activity via CPE protection, HEp-2 cells, primary 10 µM value included (AID 2391) | HEp-2 cells, RSV-induced CPE inhibition; higher % means a stronger effect | CPE inhibition, % at 10 µM; hits with a dose series show IC50 in µM | 0.13% of 310,000 active; in the data active means a potency from the dose series; further: strong numbers were not always called active
M17LAP inhibition = P. falciparum M17LAP inhibitors, primary screen, biochemical, fluorogenic H-Leu-NHMec substrate, 1536-well (AID 1619). Leucine aminopeptidase (Plasmodium falciparum (isolate 3D7)). recombinant M17LAP, H-Leu-NHMec fluorogenic kinetic assay; higher % means a stronger effect. inhibition, % at 30 µM, or IC50 in µM where a hit was titrated. 0.38% of 220,000 active;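 active means compound inhibiting the enzyme by more than half at any dose during confirmatory dose-response retesting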;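 further: plate controls were full reaction with DMSO carrier for no effect and no enzyme background for full effect; strong numbers were not always called active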
T cell HTS vesicle-bound % = further read-out of T cell HTS, marked with its call; double positive events, %; measured here: CD8+ vesicle-bound cell fraction;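 binding gate set so that unloaded-vesicle control wells show 10% double positive cells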
* hit, by the source's call; i = inactive; · = no result given; [ ] = remark or other dose. Unless noted, no stated cut-off is given here; in the data, active means inhibition above about 50%; inactive means the rest.

SMILES	M1AAP inhibition	West Nile antiviral	RSV CPE inhibition	M17LAP inhibition	K1F lysis inhibition	PMI inhibitors	human PMI inhibitors	T cell HTS	T cell HTS vesicle-bound %	TNAP activators
Cc1cc(C)c2c(N)c(C(=O)Nc3ccccc3Br)sc2n1	·	-0.8%	0.1%	·	1.1%	·	·	i	62.8	·
COC(=O)C1CCN(C(c2ccc(OC)c(OC)c2)c2sc3nc(C)nn3c2O)CC1 (stereo not drawn)	1.8%	0.1%	0.6%	5.1%	-2.0%	2.4%	7.1%	i	28.9	1.1
Cc1ccc(N2C(=O)NC(NS(=O)(=O)c3ccc(C)cc3)(C(F)(F)F)C2=O)cc1 (stereo not drawn)	·	-0.5%	-0.1%	·	0.5%	·	·	i	19.8	·
Cc1ccc(C)c(NC(=O)CCc2ccc(S(=O)(=O)NC3CCCCC3)cc2)c1	10.2%	-0.6%	1.1%	1.6%	0.5%	10.0%	6.9%	i	31.3	1.1
Cc1ccc(C)c(N2N=C(C(=O)Nc3ccc(S(=O)(=O)N4CCCC4)cc3)CCC2=O)c1	·	-0.2%	0.2%	·	0.1%	·	·	i	29.7	·
CN1CCN(S(=O)(=O)c2ccc(NC(=O)COc3ccccc3)cc2)CC1	-7.3%	·	-0.8%	0.3%	0.4%	6.5%	2.3%	i	6.2	1.1
Cc1cc(Nc2ccc(C)c(C)c2)c2ccccc2n1	·	-2.0%	45.6%	·	0.3%	·	·	i	64.2	·
NS(=O)(=O)c1ccc(NC(=S)NC(=O)c2ccc3c(c2)OCO3)cc1	4.8%	0.0%	0.7%	-2.2%	0.1%	-1.4%	-0.6%	i	59.1	1.1
CCOc1ccc(C(=O)NC2CCN(C(=O)Nc3ccc(F)cc3)CC2)cc1	·	-0.1%	0.0%	·	0.5%	·	·	i	42.3	·
Cc1occc1C(=O)NNS(=O)(=O)c1ccc([N+](=O)[O-])cc1	·	0.3%	-0.2%	·	1.3%	·	·	i	48.6	·

Exported with values under each structure: 9 of the compounds above.
Second line of a record – M1AAP inhibition	West Nile antiviral	RSV CPE inhibition	M17LAP inhibition	K1F lysis inhibition	PMI inhibitors	human PMI inhibitors	T cell HTS	T cell HTS vesicle-bound %	TNAP activators
> COC(=O)C1CCN(C(c2ccc(OC)c(OC)c2)c2sc3nc(C)nn3c2O)CC1 (stereo not drawn)
→ 1.8%	0.1%	0.6%	5.1%	-2.0%	2.4%	7.1%	i	28.9	1.1
> Cc1ccc(N2C(=O)NC(NS(=O)(=O)c3ccc(C)cc3)(C(F)(F)F)C2=O)cc1 (stereo not drawn)
→ ·	-0.5%	-0.1%	·	0.5%	·	·	i	19.8	·
> Cc1ccc(C)c(NC(=O)CCc2ccc(S(=O)(=O)NC3CCCCC3)cc2)c1
→ 10.2%	-0.6%	1.1%	1.6%	0.5%	10.0%	6.9%	i	31.3	1.1
> Cc1ccc(C)c(N2N=C(C(=O)Nc3ccc(S(=O)(=O)N4CCCC4)cc3)CCC2=O)c1
→ ·	-0.2%	0.2%	·	0.1%	·	·	i	29.7	·
> CN1CCN(S(=O)(=O)c2ccc(NC(=O)COc3ccccc3)cc2)CC1
→ -7.3%	·	-0.8%	0.3%	0.4%	6.5%	2.3%	i	6.2	1.1
> Cc1cc(Nc2ccc(C)c(C)c2)c2ccccc2n1
→ ·	-2.0%	45.6%	·	0.3%	·	·	i	64.2	·
> NS(=O)(=O)c1ccc(NC(=S)NC(=O)c2ccc3c(c2)OCO3)cc1
→ 4.8%	0.0%	0.7%	-2.2%	0.1%	-1.4%	-0.6%	i	59.1	1.1
> CCOc1ccc(C(=O)NC2CCN(C(=O)Nc3ccc(F)cc3)CC2)cc1
→ ·	-0.1%	0.0%	·	0.5%	·	·	i	42.3	·
> Cc1occc1C(=O)NNS(=O)(=O)c1ccc([N+](=O)[O-])cc1
→ ·	0.3%	-0.2%	·	1.3%	·	·	i	48.6	·

The listing continues.
SMILES	M1AAP inhibition	West Nile antiviral	RSV CPE inhibition	M17LAP inhibition	K1F lysis inhibition	PMI inhibitors	human PMI inhibitors	T cell HTS	T cell HTS vesicle-bound %	TNAP activators
COC(=O)CNC(=O)CSc1nnc(C)c(=O)[nH]1	0.3%	0.0%	0.7%	9.2%	4.2%	11.4%	-6.8%	i	24.9	1.1
Cc1cccc(Nc2nc(C)nc3c2oc2ccccc23)c1	·	-1.7%	4.8%	·	0.6%[50 µM]	·	·	i	47.7	·
O=C(CCS(=O)(=O)c1ccccc1)N1CCN(c2cccc(C(F)(F)F)c2)CC1	·	-0.9%	6.0%	·	0.0%	·	·	i	19.3	·
COc1cc(OC)c(C2N(c3ccc(Cl)cc3)C(=O)C3CCCN32)cc1OC (stereo not drawn)	5.7%	-0.3%	-1.9%	4.0%	4.8%	6.3%	18.8%	i	39.6	1.2
CC1(C)CC2(CCO1)CNC(=O)O2 (stereo not drawn)	-2.8%	0.0%	0.8%	-2.7%	0.1%	-8.3%	-2.5%	i	52.3	1.1
CCSc1nnc(NC(=O)c2cnccn2)s1	·	-0.3%	1.0%	·	·	-10.8%	-10.5%	i	11.0	1.1
COC(=O)CSc1nc2ccc(N)cc2s1	0.1%	0.2%	0.7%	-0.2%	0.4%	-1.3%	36.6%	i	50.8	1
O=C(CCCCn1c(=O)[nH]c2ccsc2c1=O)NCCc1ccccc1	-0.2%	-0.2%	-0.2%	2.0%	0.2%	7.2%	1.4%	i	53.1	1.1
O=C(NNC(=S)Nc1ccccc1Cl)c1ccccc1	·	0.0%	2.5%	·	0.1%[50 µM]	·	·	i	5.4	·
Cc1ccccc1C(=O)N1CCN(c2ccc(NC(=O)c3ccc4c(c3)OCCO4)cc2)CC1	·	0.5%	1.3%	·	1.3%[50 µM]	·	·	i	30.1	·
O=C1c2ccccc2C(=O)N1CCCc1c[nH]c2ccccc12	-1.0%	1.4%	3.1%	-0.4%	0.1%	8.3%	3.6%	i	6.3	1
OC(CNCc1ccccc1)Cn1ccc2ccccc21 (stereo not drawn)	-0.8%	0.0%	-0.8%	12.8%	0.0%	-1.3%	2.2%	i	26.7	1
O=C(NC1CCCC1)C1CCC(=O)N1C1CCCC1 (stereo not drawn)	6.4%	-0.5%	0.0%	5.8%	1.7%	8.0%	7.6%	i	26.0	1.1
CC1CCCCN1C(=O)c1cccc(NC(=O)c2ccccc2)c1 (stereo not drawn)	-4.0%	-0.8%	3.2%	-12.9%	0.0%	2.2%	-3.5%	i	63.6	1.1
Cc1ccc(C(=O)Nc2cccc([N+](=O)[O-])c2)cc1S(=O)(=O)Nc1cccc(C(=O)O)c1	10.1%	-0.3%	0.1%	42.2%	0.1%	-18.8%	-8.1%	i	20.7	1.1
CCOC(=O)C1(Cc2ccccc2)CCCN(CCO)C1 (stereo not drawn)	·	-0.5%	0.2%	·	0.3%	1.8%	4.0%	i	1.4	1.1
O=C1Nc2ccccc2C12OCC1(CO2)COC2(OC1)C(=O)Nc1ccccc12 (stereo not drawn)	1.9%	0.6%	4.3%	-6.7%	0.6%	6.4%	-0.1%	i	42.0	1.1
CC(C)Cn1c(-c2nn(C)cc2Cl)n[nH]c1=S	5.0%	0.5%	1.8%	-7.4%	-0.5%	-2.9%	-3.1%	i	29.6	0.9
O=c1c2ccccc2nc(-c2ccccc2)n1CCN1CCOCC1	-7.8%	0.0%	1.0%	-11.2%	1.5%	10.9%	-0.3%	i	60.0	1.1
CC(Sc1nc(C(C)(C)C)cc(-c2ccccc2)c1C#N)C(=O)Nc1ccccc1 (stereo not drawn)	-2.2%	-1.6%	11.1%	10.9%	1.9%	36.2%	14.2%	i	39.5	1.2
O=c1sc2ccccc2n1COc1ccc(Cl)cc1	2.7%	0.4%	1.0%	1.3%	0.1%	0.7%	-0.5%	i	43.4	1.2
N#Cc1ccc(S(=O)(=O)NC2CCN(Cc3ccccc3)CC2)cc1	-0.5%	-0.2%	·	5.8%	-0.2%	·	·	·	·	·
Cc1c(CC(=O)NCC(=O)O)c(=O)oc2cc3occ(-c4ccccc4)c3cc12	·	0.5%	0.5%	·	-1.1%[50 µM]	·	·	i	30.8	·
CCOC(=O)CCCNC(=O)COC(=O)c1cc(Br)c(Br)s1	-3.6%	0.0%	-1.0%	-5.6%	-0.1%	-6.4%	13.1%	i	53.9	1
Cc1ccc(-c2ccc(C(=O)O)o2)cc1Cl	2.9%	-1.0%	1.5%	0.9%	0.1%	·	·	i	31.2	·
CSc1ccccc1C(=O)NC(C)c1ccc(-n2ccnc2)cc1 (stereo not drawn)	·	-0.3%	0.3%	·	0.1%	·	·	i	55.9	·
N#Cc1ccc(Oc2nc(C(N)=O)cc(-c3ccccc3)n2)cc1	11.4%	0.7%	3.8%	3.6%	0.6%	11.0%	5.8%	i	41.0	1.1
COc1ccc(N(CC(=O)NC2CCCC2)C(=O)Cn2nnc(-c3ccc(OC)c(OC)c3)n2)c(OC)c1	·	-0.4%	3.1%	·	-0.3%	·	·	i	33.3	·
C/C(=N\NC(=O)c1cccc([N+](=O)[O-])c1)c1ccco1	7.8%	0.3%	-0.9%	2.9%	0.8%	·	·	i	31.3	·
COc1ccc(OC)c(Nc2ncnc3ccc(Br)cc23)c1	·	-0.5%	1.0%	·	0.0%	·	·	i	50.1	·
Cc1cccc(NC(=O)Cn2cnc3ccc(S(=O)(=O)N4CCC(C)CC4)cc3c2=O)n1	-3.1%	-0.2%	6.3%	-7.5%	-0.6%	1.6%	-1.3%	i	21.0	1.1
Cc1cccc(-c2nnn(CC/C(N)=N/O)n2)c1	-0.8%	-0.2%	-1.1%	13.5%	0.1%	6.3%	0.4%	i	47.5	1
COc1ccc(N2CC(C(=O)N/N=C/c3ccc(C)cc3)CC2=O)cc1 (stereo not drawn)	-9.6%	-1.1%	0.2%	7.6%	0.8%	7.9%	10.1%	i	56.4	1
CC(C)c1nc(SCC(=O)c2ccc(F)cc2)c2ccccc2n1	12.7%	-0.9%	5.3%	1.0%	-0.9%	11.7%	1.4%	i	25.7	1.1
COC(C#CCCN(C)C)(c1ccccc1)c1ccccc1	6.1%	-1.2%	0.2%	-24.8%	8.0%	0.9%	7.5%	i	45.3	1.2
CCOC(=O)CNC(=O)c1sc(NC(=O)c2ccccc2)nc1C	3.1%	-0.6%	3.7%	-9.6%	-0.5%	-5.3%	-5.7%	i	27.2	1.1
Cc1ccc(NC(=O)c2cc(C(=O)c3cc(Cl)ccc3O)cn(-c3ccc(C)cc3)c2=O)cc1	1.8%	-1.6%	18.2%	-5.0%	0.1%	1.2%	0.8%	i	30.4	1

From PubChem BioAssay
